Screening results from PubChem BioAssay.
SNCA expr inhib: SNCA gene expression inhibition; AID 1671194; HEK-293 SNCA-luciferase knock-in, luminescence, 24 h; Potency, µM (titrated, usually from 57.2 µM), inactives show at the top dose activity change, negative = inhibition, usual class: inhibitors; 140,000 compounds, 0.17% hits;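 also: potency is read from the fitted curve at half-maximal effect; plate controls were DMSO cells for no effect and cell-free wells for full effect; nearly all actives have a fitted effect of over 45% in size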
HEK293 viab: cell viability loss counter-screen | AID 1671193 | Potency, µM (series often up to 57.1 µM), for the others: top-dose activity change, negative = cytotoxicity, actives largely listed as cytotoxic | HEK-293-SNCA-luc viability, GF-AFC fluorescence, 24 h | 150,000 compounds, 0.12% hits;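 also: potency is read from the fitted curve at half-maximal effect; 0% = DMSO-treated cells and -100% = medium-only wells without cells; nearly all actives have a fitted effect of over 30% in size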
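Cytotoxicity counterscreen: after 24 h compound treatment of genome-edited SNCA-luciferase HEK-293 cells, live-cell protease substrate GF-AFC read by fluorescence after 30 min; activity scaled between DMSO (0%) and medium-only (-100%), curves Hill-fitted.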
GPT2 inh: blocks human glutamate pyruvate transaminase 2 | Q8TD30 | Recombinant GPT2, coupled pyruvate oxidase/HRP Amplex Red fluorescence | Potency, µM (series often up to 57.7 µM), inactives show at the top dose activity change, negative = inhibition, hits mostly inhibitors | 100,000 compounds, 0.25% hits | AID 1671188; also: potency is read from the fitted curve at half-maximal effect; nearly all actives have a fitted effect of over 60% in size; many of its hits are not listed in these tables
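Fluorescence of coupled pyruvate oxidase/HRP/Amplex Red system (50uM Amplex, 30 min, dark) reports pyruvate formed by GPT2. Enzyme reaction: 10ng/uL GPT2, 2mM L-alanine, 250uM a-KG, 30 min room temperature, pH 7.5; 50uM AOA control.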
HEK cytotox: kills HEK 293 cells | HEK 293 viability, ATP luminescence (CellTiter-Glo), 48-72 h | Potency, µM (highest dose often 115 µM), without a hit: at the highest dose activity change, negative = cytotoxicity, hits mostly inhibitors | 94,000 compounds, 6.6% hits; also: potency is read from the fitted curve at half-maximal effect; nearly all actives have a fitted effect of over 60% in size
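Read-out: CellTiter-Glo ATP luminescence. Cells: HEK 293, 250 cells/well. Exposure: 48 or 72 hr, 37 degree Celsius.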
FLuc inh: Photinus pyralis luciferase inhibition. purified P. pyralis luciferase, luminescence, biochemical. P08659. Potency, µM (highest dose often 115 µM), for inactives: at the top dose activity change, negative = inhibition, actives largely listed as inhibitors. 76,000 compounds, 2.5% hits; also: potency is read from the fitted curve at half-maximal effect; nearly all actives have a fitted effect of over 65% in size
Target sequence (P08659 whole entry, looked up): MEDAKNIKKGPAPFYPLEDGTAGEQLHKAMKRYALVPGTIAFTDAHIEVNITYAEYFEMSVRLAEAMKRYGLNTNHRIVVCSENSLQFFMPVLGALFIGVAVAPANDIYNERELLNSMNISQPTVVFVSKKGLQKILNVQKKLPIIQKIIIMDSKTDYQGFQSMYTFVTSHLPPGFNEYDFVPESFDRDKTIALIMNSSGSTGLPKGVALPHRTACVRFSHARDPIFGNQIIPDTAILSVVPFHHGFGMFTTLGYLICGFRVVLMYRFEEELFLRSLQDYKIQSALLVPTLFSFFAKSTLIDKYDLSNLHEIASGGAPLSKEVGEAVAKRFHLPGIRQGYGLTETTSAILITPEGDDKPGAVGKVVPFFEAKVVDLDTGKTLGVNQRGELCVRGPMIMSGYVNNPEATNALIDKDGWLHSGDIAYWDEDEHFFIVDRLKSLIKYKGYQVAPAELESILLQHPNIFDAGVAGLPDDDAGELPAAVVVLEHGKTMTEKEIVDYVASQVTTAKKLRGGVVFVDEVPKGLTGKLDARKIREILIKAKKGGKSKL
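Luminescence read by CCD imager after adding enzyme (10nM final) to wells holding compound, titrated in qHTS. Substrates 10uM each D-luciferin and ATP; buffer 50mM Tris acetate pH 7.5, 10mM Mg acetate, Tween-20, BSA.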
3T3 cytotox: kills NIH 3T3 cells; NIH 3T3 viability, CellTiter-Glo ATP luminescence, 48-72 h; Potency, µM (highest dose often 96.7 µM), for the others: top-dose activity change, negative = cytotoxicity, most hits filed as inhibitors; 94,000 compounds, 4.3% hits; also: potency is read from the fitted curve at half-maximal effect; nearly all actives have a fitted effect of over 55% in size
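Cells were seeded at 400 per well, treated with pin-transferred compound, and kept 48 or 72 hr at 37 °C before CellTiter-Glo addition and luminescence imaging of cellular ATP.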
IP6K1 inh: inhibitors of human IP6K1 | 140,000 compounds, 0.81% hits | Q92551 | IP6K1 kinase, ADP-Glo luminescence, 2 h; hits give low values | activity change, % (series mostly up to about 58 µM); in the data active = activity change below about -25%
Target sequence (Q92551 whole entry, looked up): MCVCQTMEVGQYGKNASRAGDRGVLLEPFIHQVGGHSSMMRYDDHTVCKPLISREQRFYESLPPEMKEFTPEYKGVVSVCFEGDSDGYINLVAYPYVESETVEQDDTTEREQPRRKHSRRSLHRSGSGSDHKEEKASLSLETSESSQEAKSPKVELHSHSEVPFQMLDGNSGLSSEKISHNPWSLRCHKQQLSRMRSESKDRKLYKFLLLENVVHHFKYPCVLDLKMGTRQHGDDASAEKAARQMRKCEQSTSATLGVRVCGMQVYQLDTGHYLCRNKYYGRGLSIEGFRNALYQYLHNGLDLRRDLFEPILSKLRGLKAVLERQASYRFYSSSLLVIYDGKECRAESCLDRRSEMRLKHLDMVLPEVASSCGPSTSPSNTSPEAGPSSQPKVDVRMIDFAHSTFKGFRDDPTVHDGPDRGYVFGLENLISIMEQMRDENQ
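ADP-Glo luminescence measures ADP made by human IP6K1 during a 2 h RT reaction with ATP/IP6 (mix at 1.3 mM/130 uM); top library doses 57.5 and 19.1 uM final.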
* marks the source's active call; other numbers are inactive results; i = inactive; ? = inconclusive; nt = not tested or not shown; & = joins results of further samples; [ ] = remark or other dose. Unless noted, calls follow the shape of the dose curve; as a rule, active = well fitted curve in the direction sought with a large enough effect; inconclusive = small, poorly fitted or top-dose-only effect, or another doubt; inactive = no such curve, though single readings can be large; an effect the other way counts as inactive or inconclusive. Unless noted, % is scaled to controls: 0 for no effect and ±100 for the full control effect. An excerpt (hit frequency here may not be typical).

Order of values – SNCA expr inhib	HEK293 viab	GPT2 inh	HEK cytotox	FLuc inh	3T3 cytotox	IP6K1 inh
COc1cc(C2CC(=O)N(CC(=O)Nc3ccccc3F)c3ccccc3S2)cc(OC)c1OC (configuration not stated)
  ?	?	nt	nt	nt	nt	12
Cc1ccc(C2(O)CCN(C(=O)CCC3NC(=O)NC3=O)CC2)nc1 (configuration not stated)
  4%	?	-5%	-8%	9%	-10%	-5
CCNc1nccc(N2CCC(CC(=O)N(CC)CC)CC2)n1
  9%	-24%	1%	?	-6%	?	5
O=C1CN(S(=O)(=O)c2ccccc2)CC2(CCCCC2)N1CC1CC1
  11%	10%	-12%	?	nt	?	8
Cc1ccc(NC(=O)CSc2nc3ccccc3nc2Cc2ccccc2)c(Cl)c1
  -2%	8%	nt	nt	nt	nt	-16
O=C(NCCC1=CCCCC1)c1noc(-c2ccc[nH]c2=O)n1
  ?	-4%	?	-6%	?	-6%	-2
CCCCCCN(CCC(=O)NCc1ccco1)C(=O)c1ccoc1
  -12%	5%	2%	?	-1%	-18%	-2
O=C1COc2ccc(-c3cc4ccccc4o3)nc2CN1CCOc1ccccc1
  6%[87.6 µM]	-21%[87.6 µM]	-16%[88.5 µM]	?	-20%[172 µM]	?	-2
Cc1ccccc1CN1C(=O)c2ccccc2S(=O)c2ccc(C(=O)NC3CCC(C)CC3)cc21 (configuration not stated)
  10%	-5%	nt	nt	nt	nt	-9
CC1CCC(NC(=O)C2(C)Cc3ccccc3C(=O)N2Cc2ccccc2Cl)CC1 (configuration not stated)
  12%	15%	nt	nt	nt	nt	-2
COCC(=O)NC1CCC12CCN(S(=O)(=O)c1ccccc1)CC2 (configuration not stated)
  0%	5%	5%	i	nt	-20%	1
COc1ccc(N2CCN(C(=O)CCn3nc(C)c(S(=O)(=O)N4CCCC4)c3C)CC2)cc1
  3%	-1%	nt	nt	nt	nt	14
COc1ccc(CCNC(=O)c2cc3c(=O)n4cccc(C)c4nc3n2C)cc1
  -16%	22%	nt	nt	nt	nt	28
CNC(=O)[C@H]1CN(C(=O)NCc2ccccc2)[C@]2(C)C(=O)N(CC(=O)N(C)C)c3ccccc3[C@H]12
  -16%[25.6 µM]	-7%[23.9 µM]	-42%[27.3 µM]	-7%[57.5 µM]	nt	?	-3
Cc1cc(C(C)(C)C)c(O)c(C)c1CC1=NCCN1
  ?	-1%	-4%&0%&-1%	nt	nt	nt	19&3
COc1cccc(CNC(=O)c2ccc3c(c2)sc2nc(-c4cccc(OC)c4)cn23)c1
  118%[activator]	0%	nt	nt	nt	nt	-12
CCOC(=O)C1=C(C)N(Cc2ccc(C(=O)N3CCCCC3)cc2)C(=O)CC1c1cccc(C)c1 (configuration not stated)
  -18%	-14%	i	40µM*	-1%	?	2
Cc1ccc(C(=O)c2cn(CC(=O)NCc3ccccc3)c3nc(C)ccc3c2=O)cc1
  -5%	10%	nt	nt	nt	nt	-3
Cc1cc(C)c(NC(=O)Cn2c(=O)oc3cc(S(=O)(=O)N4CCCCCC4)ccc32)c(C)c1
  ?	-3%	nt	nt	nt	nt	4
Cc1ccc(-c2nnc(C3CN(C(=O)c4ccccc4F)CC34CCOCC4)o2)cc1 (configuration not stated)
  -12%	-24%	i	?	3%	-13%	18

Sorted by length of the SMILES (smallest number first): part of the list above
Order of values – SNCA expr inhib	HEK293 viab	GPT2 inh	HEK cytotox	FLuc inh	3T3 cytotox	IP6K1 inh
Cc1ccc(-c2nnc(C3CN(C(=O)c4ccccc4F)CC34CCOCC4)o2)cc1 (configuration not stated)
  -12%	-24%	i	?	3%	-13%	18
Cc1ccc(C(=O)c2cn(CC(=O)NCc3ccccc3)c3nc(C)ccc3c2=O)cc1
  -5%	10%	nt	nt	nt	nt	-3
COc1ccc(N2CCN(C(=O)CCn3nc(C)c(S(=O)(=O)N4CCCC4)c3C)CC2)cc1
  3%	-1%	nt	nt	nt	nt	14

Following part.
Order of values – SNCA expr inhib	HEK293 viab	GPT2 inh	HEK cytotox	FLuc inh	3T3 cytotox	IP6K1 inh
COc1cc(CNC(=O)c2ccc3nc(CCc4ccccc4)oc3c2)cc(OC)c1OC
  ?	4%	nt	nt	nt	nt	-4
CNC(=O)c1cn2cc(-c3ccc(C(F)(F)F)cc3)sc2n1
  53%[activator][87.6 µM]	1%[87.6 µM]	i	-8%[172 µM]	nt	-9%[138 µM]	-2
Cc1ccc(C)c(NC(=O)N2c3ccccc3CC2c2nc(C3CC3)no2)c1 (configuration not stated)
  25%	-9%	-8%	-22%	-12%	?	23
Cc1cnc(NC(=O)c2ccc3c(c2)OCCN(CCC(F)(F)F)C3)s1
  71%[activator][87.6 µM]	-11%[87.6 µM]	-1%[88.5 µM]	?	?	?	-4
Cc1cccc(CN2CCCN(Cc3ccncc3)C(c3ccccc3)CC(=O)NCC2)c1 (configuration not stated)
  -22%	-16%	i	?	0%	?	6
CC(=O)OC[C@H]1O[C@H](O[C@]2(CO)O[C@H](CO)[C@@H](OC(=O)/C=C/c3ccccc3)[C@@H]2O)[C@H](O)[C@@H](O)[C@@H]1O
  nt	-7%[23.9 µM]	i	nt	nt	nt	-8
COc1ccccc1-c1ccnc(-n2ncc(C(=O)NCCc3cccnc3)c2C2CC2)n1
  90%[activator]	1%	i	-5%	?	?	-6
Cn1ncc2c(Nc3cc(C(F)(F)F)ccc3Cl)ncnc21
  43%[activator]	0%	nt	nt	nt	nt	-9
O=C(CC1=C2CCCCC2N(Cc2ccccc2)C1=O)NC1CCS(=O)(=O)C1 (configuration not stated)
  25%	5%	1%	i	0%	0%	2
O=C(C1CCCN1C(=O)C1CC1)N1CCC(N2Cc3cccn3C2=O)CC1 (configuration not stated)
  -10%	8%	i	-7%	nt	-19%	12
C[C@]1(CO)[C@H]2Cc3sc(NC(=O)C4CCCCC4)nc3[C@@H](CC(=O)NCc3cccnc3)[C@]2(C)CC[C@H]1O
  6%	-3%	i	-22%	-4%	?	-7
COc1ccc(N2CCN(C(=O)CCn3cnc4onc(-c5ccc(F)cc5)c4c3=O)CC2)cc1
  22%	13%	nt	nt	nt	nt	9
Cc1ccccc1SC1CCN(c2cc(C3CC(O)C3)ncn2)CC1 (configuration not stated)
  ?	-17%	i	?	0%	?	-10
CN1C(=O)CCC2(C(=O)O)CCCC=C12 (configuration not stated)
  59%[activator]	8%	-6%	5%	0%	-8%	0
CCc1nnc2c(Nc3ccc(Br)c(C)c3)nc3ccccc3n12
  8%	-7%	nt	nt	nt	nt	-8
Cc1ccccc1CS(=O)(=O)c1ncc(Cl)c(C(=O)Nc2nnc(C(C)C)s2)n1
  ?	?	nt	nt	nt	nt	-16
COc1cccc(NC(=O)c2cc(-c3ccccc3C(F)(F)F)nc3c2cnn3C)c1
  nt	nt	nt	22µM*	nt	?	25
COc1c(C)cccc1C(=O)N1CCC2(CCNCC2)CC1
  11%	-21%	-6%	-44%	2%	-26%	10
COc1ccc(F)cc1-c1ccc(CN2CCCCC2C(=O)N2CCN(c3ncccn3)CC2)cc1 (configuration not stated)
  nt	nt	nt	45µM*	nt	?	-7
C=Cc1ccc(Cn2c(=O)n(-c3ccc(C)cc3)c(=O)c3c2c2cc(OC)ccc2n3C)cc1
  23%	4%	nt	nt	nt	nt	26
C=CCOc1c(OC)ccc2c1CN(C(C)C)C(=O)CCN2CC(O)COCc1ccco1 (configuration not stated)
  nt	nt	nt	?	nt	?	2
COCCNC(=O)C1CCN(c2nccc(Nc3ccc(C)cc3)n2)CC1
  5%	-10%[12.5 µM]	i	?	nt	?	1
O=C1CCSC2(C(=O)N(Cc3ccc(F)cc3)c3ccccc32)N1c1ccccc1 (configuration not stated)
  ?	?	nt	nt	nt	nt	5
O=C(c1ccc(F)cc1Cl)N1C[C@@H](CO)[C@H](c2ccccn2)C1
  6%	13%	0%	-9%	-1%	4%	0
CCOc1ccc(OCC)c(NS(=O)(=O)c2ccc3[nH]c(=O)ccc3c2)c1
  -6%	-9%	nt	nt	nt	nt	14
Cn1cnc(C(=O)N2CCC(F)(c3nc(-c4ccncc4)no3)CC2)c1
  -19%	-4%	i	7%	5%	3%	-15
O=C(O)C[C@@H]1CCN(C(=O)C2CCCC2)C[C@@H]1CCN1CCC(n2c(=O)[nH]c3ccccc32)CC1
  19%	-6%	i	-3%	-1%	0%	0
CCCCN(CC)CCCNC(=O)c1cc2c(=O)[nH]c3ccccc3c2s1
  -16%	-14%	nt	nt	nt	nt	-15
CC(=O)N1CCN(c2ncccc2CNC(=O)C2COc3ccccc3C2)CC1 (configuration not stated)
  -1%	-4%	5%	0%	-1%	i	-1
COCCNC(=O)Nc1cc(C(=O)NCc2ccc(C(C)C)cc2)ccc1N1CCCC1
  11%	-7%	nt	nt	nt	nt	-1
COc1ccc(Cl)cc1NC(=O)c1cc(-c2ccc[nH]2)n[nH]1
  ?	?	i	?	?	?	-5
CSc1ccccc1NC(=O)C1=CC(c2ccc3c(c2)OCO3)=NS(=O)(=O)N1C
  -1%	-3%	nt	nt	nt	nt	-19
O=C(CCC[C@@H]1[C@H]2CCCN3CCC[C@@H](CN1Cc1ccccc1)[C@@H]23)NCc1ccncc1
  5%	-9%	1%	2%	5%	i	1
CCOc1ccc(CN2C(=O)C3(CCOCC3)CC2c2nnnn2C(C)(C)C)cc1 (configuration not stated)
  -12%	-1%	-9%	-7%	7%	-31%	2
CC(C)CNC(=O)c1ccc2nnc(-c3ccc(F)cc3)n2c1
  -4%[87.6 µM]	6%[87.6 µM]	i	-7%[172 µM]	nt	-22%[138 µM]	-4
O=C1NCCCCCN(C(=O)NCc2ccc(F)cc2)[C@H]2CCC[C@@H]12
  -7%	-9%	4%	-3%	3%	4%	-11
COc1ccc(-c2cc3nccc(-c4cc(Cl)c(C)cc4O)n3n2)cc1
  -11%	16%	nt	nt	nt	nt	-1
O=C(NCc1cccc(F)c1)C1CCCN(Cc2cccc(-c3cccs3)c2)C1 (configuration not stated)
  nt	nt	nt	?	nt	40µM*	14
O=C(NCc1ccccc1Cl)c1ccc(CS(=O)(=O)c2ccc(Br)cc2)o1
  5%	15%	nt	nt	nt	nt	7
O=C(NCCc1ccccc1)c1ccc(Cn2c(SCc3ccccc3)nc3cccnc32)cc1
  141%[activator]	1%	nt	nt	nt	nt	-5
CC(C)=CCC1(C(=O)O)CCCN(C(=O)Cc2c[nH]c(=O)n(C)c2=O)C1 (configuration not stated)
  6%	3%	5%	-3%	1%	1%	-8

Taken from above.
`O=C(NCc1ccccc1Cl)c1ccc(CS(=O)(=O)c2ccc(Br)cc2)o1` in IP6K1 inh = 7
`O=C(CCC[C@@H]1[C@H]2CCCN3CCC[C@@H](CN1Cc1ccccc1)[C@@H]23)NCc1ccncc1` in GPT2 inh = 1%
`CC(C)=CCC1(C(=O)O)CCCN(C(=O)Cc2c[nH]c(=O)n(C)c2=O)C1` (configuration not stated) in FLuc inh = 1%
`O=C(NCc1cccc(F)c1)C1CCCN(Cc2cccc(-c3cccs3)c2)C1` (configuration not stated) in 3T3 cytotox = 40µM*
`COc1ccc(-c2cc3nccc(-c4cc(Cl)c(C)cc4O)n3n2)cc1` in IP6K1 inh = -1
